Screens from PubChem.
CHRM1 antagonist = human CHRM1 antagonism. 360,000 compounds, 1.3% hits. P11229. CHO-K1 hM1, Fluo-8 calcium fluorescence, ACh EC80 antagonist. inhibition, % at 3 µM;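 active = percent inhibition above its own plate's cutoff, namely the mean of that plate's compound wells plus 3 SD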;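 note: peak over basal fluorescence ratio during 140 s after agonist addition; 0% = ACh EC80 plus DMSO and 100% = DMSO alone without agonist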
Target sequence (P11229 whole entry, looked up): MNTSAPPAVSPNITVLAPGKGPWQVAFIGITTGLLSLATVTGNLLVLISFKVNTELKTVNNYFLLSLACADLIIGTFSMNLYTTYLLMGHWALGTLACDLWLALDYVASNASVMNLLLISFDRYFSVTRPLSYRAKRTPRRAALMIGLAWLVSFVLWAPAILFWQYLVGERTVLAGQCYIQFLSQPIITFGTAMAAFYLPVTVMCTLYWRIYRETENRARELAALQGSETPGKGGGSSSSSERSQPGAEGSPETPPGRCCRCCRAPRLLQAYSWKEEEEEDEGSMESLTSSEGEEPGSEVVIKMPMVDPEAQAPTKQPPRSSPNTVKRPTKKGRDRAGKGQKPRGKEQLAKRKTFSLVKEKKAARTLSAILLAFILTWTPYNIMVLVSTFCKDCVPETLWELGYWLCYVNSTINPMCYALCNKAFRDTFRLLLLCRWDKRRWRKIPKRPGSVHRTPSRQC
CHO-K1 Ca antag = counter-screen for M1 antagonists: effect in parental CHO-K1 cells. inhibition, % at 3 µM. 360,000 compounds, 0.6% hits. ATP-induced calcium, Fluo-8 fluorescence;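 active = inhibition above a per-plate cutoff, the plate's mean sample inhibition plus 3 SD, cut at about 24% in these data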;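 note: 0% = DMSO plus EC80 ATP and 100% = DMSO alone without ATP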
CHO parental Ca = signal in parental CHO cells, OX1R antagonist counter-screen; parental CHO-K1, ATP-induced calcium, Fluo-8 fluorescence; inhibition, % at 5.6 µM; 330,000 compounds, 0.63% hits;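 active = inhibition above that plate's mean sample inhibition plus 3 SD, cut at about 26% in these data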;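 note: 0% = ATP-challenged DMSO wells and 100% = DMSO wells without ATP; some compounds past the cut are filed as inactive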
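Material: Parental CHO cells | Reagent: ATP | Compound dosing: Single nominal dose of 5.6 µM per compound | Detection: Intracellular calcium via Fluo-8 no-wash fluorescent dye | Read-out: % inhibition of ATP-induced calcium mobilization | Benchmarks: Low control ATP plus DMSO, high control DMSO only | Replicates: Singlicate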
TAAR1 ag = agonists of human TAAR1. 360,000 compounds, 0.99% hits. CHO RD-HGA16 TAAR1, Fluo-8 calcium fluorescence; vehicle wells 0%, saturating PEA agonist 100%. Q96RJ0. activation, % at 3 µM;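 active = activation above the mean activation of all test compounds in the run plus 3 SD, cut at about 38% in these data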
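Test system: RD-HGA16 (CHO) cells co-expressing Gα16 and hTAAR1 / Benchmarks: DMSO vehicle as 0%, PEA at EC100 as 100% / Repeats: no replicates (n 1) / Measure: % activation from peak over basal fluorescence ratio, DMSO-to-PEA scaled / Timing: 17-24 h plating, Fluo-8 75 min 37 °C, 30 min RT / Technique: kinetic Fluo-8 calcium fluorescence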
CHRM1 agonist = human M1 muscarinic receptor agonism. CHO-K1 hM1, Fluo-8 calcium fluorescence, agonist mode; 0% DMSO, 100% acetylcholine EC100. activation, % at 3 µM. 360,000 compounds, 0.33% hits. AID 588814;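 active = activation above the run's mean compound activation plus 3 SD, cut at about 16% in these data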;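 note: peak over basal fluorescence ratio within a 140 s kinetic read after compound addition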
CHO-K1 Ca PAM = M1 PAM counterscreen hit in parental CHO-K1 cells | ATP EC20, Fluo-8 calcium fluorescence; 0% at ATP EC20, 100% at ATP max | activation, % at 3 µM | 360,000 compounds, 0.02% hits;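 active = activation above the run cutoff, the mean activation of all test compounds plus 3 SD, cut at about 40% in these data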;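 note: peak over basal fluorescence ratio in a 140 s read after ATP addition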
OXTR potentiator = human OXTR potentiation; activation, % at 3 µM; 320,000 compounds, 0.061% hits; P30559; CHO-OTR cells, Fluo-8 calcium fluorescence, potentiator mode; 0% = oxytocin EC15, 100% = EC100;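 active = activation above that plate's cutoff, the mean activation of tested compounds plus 3 SD, cut at about 6.6% in these data, passing the limit was not always enough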;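 note: 100% uses oxytocin at 75 nM as the full agonist control; some results filed as inactive read as strong as hits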
Target sequence (P30559 whole entry, looked up): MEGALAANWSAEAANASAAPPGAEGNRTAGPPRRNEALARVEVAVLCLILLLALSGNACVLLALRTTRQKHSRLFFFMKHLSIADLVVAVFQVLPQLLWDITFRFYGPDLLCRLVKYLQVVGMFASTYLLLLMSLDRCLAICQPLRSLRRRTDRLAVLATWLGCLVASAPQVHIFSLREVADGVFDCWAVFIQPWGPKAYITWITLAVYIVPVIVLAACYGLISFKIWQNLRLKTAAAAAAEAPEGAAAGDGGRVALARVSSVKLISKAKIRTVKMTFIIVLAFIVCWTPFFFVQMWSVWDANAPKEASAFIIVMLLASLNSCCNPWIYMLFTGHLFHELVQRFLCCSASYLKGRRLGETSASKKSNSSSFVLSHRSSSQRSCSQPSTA
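System: human OTR in CHO cells / Also added: sub-maximal oxytocin, roughly EC15 / Control set: EC15 oxytocin low, 75 nM oxytocin high / Schedule: 6 min compound pre-incubation at room temperature, 100 s kinetic read / Compound: single-point 3.0 µM / Replication: singlicate / Technique: Fluo-8 calcium dye fluorescence / Read-out basis: % activation of max/min ratio relative to oxytocin controls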
M1 ag parental = nonselective activator or artifact in parental CHO-K1 cells | Fluo-8 calcium fluorescence; scaled to maximal ATP response, vehicle zero | activation, % at 3 µM | 360,000 compounds, 0.48% hits; in the data active = activation above about 15%;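 note: untransfected CHO-K1 host cells lacking M1 receptor as counterscreen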
TAAR1 antag = human TAAR1 antagonism. Q96RJ0. CHO RD-HGA16 TAAR1, Fluo-8 calcium fluorescence, antagonist. inhibition, % at 3 µM. 360,000 compounds, 1.5% hits. AID 624466;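 active = inhibition above a per-plate cutoff, the mean inhibition of test compounds on that plate plus 3 SD, cut at about 49% in these data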;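 note: 0% = DMSO plus EC80 beta-PEA response and 100% = DMSO alone without agonist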
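Test system: CHO RD-HGA16 cells bearing hTAAR1 | Reagent: β-PEA, EC80 | Compound dosing: 3 µM, single point | Schedule: Dye loading 75 min at 37 °C, then 30 min room temperature | Signal: Calcium fluorescence with Fluo-8 | Evaluation: Percent inhibition of PEA-evoked calcium signal, max/basal emission ratio | Control set: DMSO-only wells and EC80 β-PEA-stimulated wells | Repeats: Singlicate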
* marks the source's active call; other numbers are inactive results; . = not tested or not shown.

SMILES	CHRM1 antagonist	CHO-K1 Ca antag	CHO parental Ca	TAAR1 ag	CHRM1 agonist	CHO-K1 Ca PAM	OXTR potentiator	M1 ag parental	TAAR1 antag
O=c1oc2c(CN3CCCCC3)c(O)ccc2cc1-c1nc2ccccc2[nH]1	-11	-4	.	3	-3	6	.	0.6	0
CCOc1cc(/C=C(\C#N)c2nc3ccccc3[nH]2)ccc1OC(C)C(=O)O (stereo not drawn)	1	-8	0	-1	-2	3	-13	0.2	-2
Cc1cccc(C)c1OCc1cc(C(=O)NCC2CCCCC2)no1	0	-6	-3	-1	-2	12	-4	3.9	-9
CCN(CC)S(=O)(=O)c1ccc2c(c1)c(=O)c(C(=O)N1CCN(c3ccccn3)CC1)cn2C	-5	-9	-9	1	-4	4	-9	0.4	-8
Cc1ccc(C)c(OCCCN2CCc3ccccc3C2)c1	0	-15	-30	39*	-8	12	0	1.3	-13
COc1ccc(C2/C=C\CN(C(=O)c3ccccc3)CC(=O)N2Cc2ccc(F)cc2)cc1 (stereo not drawn)	1	-10	-18	11	-1	4	-8	1.4	26
Cc1cccc(NC(=O)Cn2c(=O)n(CCC(=O)NC3CCCC3)c(=O)c3ccccc32)c1	-4	-8	-9	0	-1	11	-3	0.1	10
OCCC1CN(Cc2cccc3nccnc23)CCN1C1CCCC1 (stereo not drawn)	-12	-11	-10	1	-7	15	3	4.1	-16
CCOCCCN1C(=O)C2C(C(=O)Nc3ccc(OCC)cc3)C3C=CC2(O3)C1C(=O)NC1CCCCC1 (stereo not drawn)	0	-4	-8	.	-6	-23	-7	0.3	.
Cc1c(C(=O)O)cccc1N1C(=O)Nc2ccccc2N1O	1	-11	-5	0	-4	28	-2	1.1	0
CCc1noc(C)c1C(=O)NNC(=O)c1cc(OC)c(OC)c(OC)c1	-1	-4	-8	6	-1	7	0	0.5	-13
CCn1cc(/C=C(\NC(=O)c2ccccc2Cl)C(=O)N2CCOCC2)c2ccccc21	-12	1	-10	2	0	10	-9	3.5	-8
C=CCC(C)(NCc1ccccc1)c1ccco1 (stereo not drawn)	-5	-12	-8	12	-4	17	-5	0.4	-6
CC(=O)c1ccc(N2CCN(S(=O)(=O)c3cn(C)cn3)CC2)cc1	-2	-3	-1	1	-2	2	-9	0.4	-3
CC(C)=Cc1c(O)nc2ccccn2c1=O	-2	0	-4	5	-6	11	-2	0.2	10
CC(=O)NC1(C(F)(F)F)C(=O)Nc2c1c(=O)[nH]c(=O)n2Cc1ccco1 (stereo not drawn)	-27	-3	5	9	-2	5	-12	0.1	-20
CN(C(=O)c1ccccc1Br)C1CCS(=O)(=O)C1 (stereo not drawn)	4	1	-6	1	-2	1	-1	0.4	-11
COc1ccccc1NS(=O)(=O)c1cc(NC(=S)Nc2cc(C)cc(C)c2)ccc1Cl	3	-6	-11	9	-7	19	-1	1.3	27
CCN(CC)c1ccc(/C=N/NC(=O)c2cccc(S(=O)(=O)N3CCOCC3)c2)cc1	9	16	-18	2	-7	-12	-7	1.0	17
Cc1cccc(C(=O)OC2CCOC2=O)c1C (stereo not drawn)	-14	-7	-11	-2	-1	1	-15	-0.3	-3
COc1ccccc1Nc1ncccc1C(=O)NCc1ccccc1	9	-3	-12	18	-1	-3	-1	0.7	19
N=c1n(CCO)c2ccccc2n1CCN1CCCCC1	-11	-3	3	2	-6	7	-1	0.6	-22
Cc1ccc(NC(=O)COc2ccccc2C(=O)NCCc2ccccc2)cc1	-2	-6	-21	8	0	8	-8	1.9	29
CN(C)C(=O)CSc1nnc(-c2ccc(F)cc2)c2ccccc12	-6	-5	-16	1	-4	-4	4	0.2	-17
O=C1NCCN(CC2CCN(CCC3CCCC3)CC2)C1=O	-10	-9	.	5	-10	11	.	1.0	-2
O=C(NCc1ccco1)/C(=C/c1ccc(Br)cc1)NC(=O)c1ccco1	6	-2	-1	-1	-3	-8	-14	0.2	-7
COc1ccc(COn2nnc3ccc(S(=O)(=O)N4CCOCC4)cc32)cc1F	2	-13	-20	2	-1	-11	-11	0.3	-42
CCCCn1c(N)c(Sc2ccc([N+](=O)[O-])cc2)c(=O)[nH]c1=O	-9	-12	-8	-2	-2	6	-5	1.2	6
O=C(CN1C(=O)CSC1=O)Nc1ccc(C(=O)O)cc1	1	9	-7	0	-2	7	-11	0.1	4
COc1ccc(N(CC(=O)Nc2cc(OC)ccc2OC)S(=O)(=O)c2c(C)noc2C)cc1	0	-11	-11	-2	-4	4	-11	0.5	4

Part of the list above, as comma-separated lines:
Compound,CHRM1 antagonist,CHO-K1 Ca antag,CHO parental Ca,TAAR1 ag,CHRM1 agonist,CHO-K1 Ca PAM,OXTR potentiator,M1 ag parental,TAAR1 antag
OCCC1CN(Cc2cccc3nccnc23)CCN1C1CCCC1 (stereo not drawn),-12,-11,-10,1,-7,15,3,4.1,-16
Cc1c(C(=O)O)cccc1N1C(=O)Nc2ccccc2N1O,1,-11,-5,0,-4,28,-2,1.1,0

Exported with values under each structure: part of the list above
Order of values – CHRM1 antagonist	CHO-K1 Ca antag	CHO parental Ca	TAAR1 ag	CHRM1 agonist	CHO-K1 Ca PAM	OXTR potentiator	M1 ag parental	TAAR1 antag
- CCN(CC)c1ccc(/C=N/NC(=O)c2cccc(S(=O)(=O)N3CCOCC3)c2)cc1
 : 9	16	-18	2	-7	-12	-7	1.0	17
- Cc1cccc(C(=O)OC2CCOC2=O)c1C (stereo not drawn)
 : -14	-7	-11	-2	-1	1	-15	-0.3	-3
- COc1ccccc1Nc1ncccc1C(=O)NCc1ccccc1
 : 9	-3	-12	18	-1	-3	-1	0.7	19
- N=c1n(CCO)c2ccccc2n1CCN1CCCCC1
 : -11	-3	3	2	-6	7	-1	0.6	-22
- Cc1ccc(NC(=O)COc2ccccc2C(=O)NCCc2ccccc2)cc1
 : -2	-6	-21	8	0	8	-8	1.9	29
- CN(C)C(=O)CSc1nnc(-c2ccc(F)cc2)c2ccccc12
 : -6	-5	-16	1	-4	-4	4	0.2	-17
- O=C1NCCN(CC2CCN(CCC3CCCC3)CC2)C1=O
 : -10	-9	.	5	-10	11	.	1.0	-2
- O=C(NCc1ccco1)/C(=C/c1ccc(Br)cc1)NC(=O)c1ccco1
 : 6	-2	-1	-1	-3	-8	-14	0.2	-7
- COc1ccc(COn2nnc3ccc(S(=O)(=O)N4CCOCC4)cc32)cc1F
 : 2	-13	-20	2	-1	-11	-11	0.3	-42
- CCCCn1c(N)c(Sc2ccc([N+](=O)[O-])cc2)c(=O)[nH]c1=O
 : -9	-12	-8	-2	-2	6	-5	1.2	6
- O=C(CN1C(=O)CSC1=O)Nc1ccc(C(=O)O)cc1
 : 1	9	-7	0	-2	7	-11	0.1	4

Carrying on.
SMILES	CHRM1 antagonist	CHO-K1 Ca antag	CHO parental Ca	TAAR1 ag	CHRM1 agonist	CHO-K1 Ca PAM	OXTR potentiator	M1 ag parental	TAAR1 antag
Cn1nc(C(=O)NNC(=O)c2ccccc2Br)c2ccccc2c1=O	-14	-11	.	3	-1	0	.	2.0	-24
CS(=O)(=O)N1N=C(c2cccs2)CC1c1ccccc1F (stereo not drawn)	-4	-15	-5	0	-5	16	4	0.4	-8
O=C1C=C(c2ccoc2)N2CCC[C@H]2C1	-7	-9	-4	3	0	-9	-4	0.4	-6
Cc1nc(N2CCN(Cc3ccccc3)CC2)nc2c1CCC2	10	6	-9	-1	-10	-3	-9	0.3	-8
CC(C)(C)CC(=O)Nc1cc2c3c(c1)CC(=O)N3CCC2	-13	-18	-5	1	-2	18	-1	0.8	-15
CNc1nc(N)c([N+](=O)[O-])c(NC2CCCCC2)n1	0	-11	.	60*	6	2	.	4.7	-22
O=C(O)c1c(Cl)cccc1Nc1ccccc1	-8	-2	.	1	-1	9	.	1.9	-12
Cc1ccc(-c2noc(CCC(=O)NCc3ccco3)n2)cc1	-4	-6	-20	2	-3	-12	2	-0.2	-10
COc1cccc(COC(=O)C2CCN(C(=O)c3ccccc3C)CC2)c1OC	-1	0	-6	2	1	-17	-8	5.7	-24
CCN(CC)S(=O)(=O)c1ccc(C(=O)NC2=C(C(=O)OC)SCC2)cc1	-11	-17	-15	1	-6	13	-8	1.6	35
COc1ccc(C(=O)c2c[nH]c(C(=O)NCCCn3ccnc3)c2)cc1	4	-10	-4	2	-8	18	-20	1.8	-5
COc1ccc(S(=O)(=O)N2CCC3(CC2)OCCN3S(=O)(=O)c2ccccc2)cc1OC	-23	-11	-24	3	-1	9	-6	0.1	-5
C/C(=N\Nc1ccccc1)c1cc2ccccc2oc1=O	-4	0	-8	2	-7	-2	0	-0.1	12
O=C(Cc1ccccc1)NCC(=O)OCC(=O)c1ccccc1Cl	6	-7	4	1	-3	1	-1	0.1	-17
Cc1noc(C)c1S(=O)(=O)NC1CCCc2ccccc21 (stereo not drawn)	-7	-4	-10	2	-3	15	-7	0.3	1
CCCCOc1ccc(S(=O)(=O)NC(=O)NCc2ccc(OCCC)cc2)cc1	-29	-14	-7	11	-1	0	2	0.1	-20
CC(C)c1ccc(NC(=O)Nc2nc(CN)cs2)cc1	-12	16	.	17	0	-3	.	0.0	-23
CCc1nc2c(OCCC3CCCCC3)cccn2c1N(C)C(=O)CC(C)C	0	-5	.	-3	-9	-9	.	-0.8	-14
CC(C)C[C@H](NC(=O)[C@@H]1Cc2ccccc2CN1C(=O)OC(C)(C)C)C(=O)NCC1CCC(C(=O)O)CC1 (stereo partly drawn)	-14	-4	-18	2	-3	-14	-2	-0.1	-11
NS(=O)(=O)c1ccc(NC(=O)CSC2CCCCC2)cc1	0	-7	36	22	-2	6	-18	0.7	-4
Cc1ccc2[nH]c(=O)c(CN(CCc3ccccc3)C(c3nnnn3Cc3ccco3)C(C)C)cc2c1 (stereo not drawn)	-13	-12	-4	71*	-3	13	-10	-0.1	3
O=C(O)c1cc([N+](=O)[O-])ccc1NCCc1ccccc1	-4	-6	-8	7	-2	-1	-8	0.2	10
COc1cc(C2NC(=O)NC(C)=C2C(=O)OC(C)(C)C)ccc1OCC(N)=O (stereo not drawn)	-5	-4	7	15	-4	7	-2	-0.1	4
CCOC(=O)N1CCC(NC(=O)c2ccccc2C(=O)O)CC1	11	12	-9	1	-3	-20	-2	0.0	-26
